# Ecoli viability: reduces bacterial viability in AddAB counter-screen. E. coli V3065 growth, OD600 absorbance, 18 h. 330,000 tested, 0.27% active. inhibition, % at 11.9 µM. AID 449728;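 active means inhibition above the campaign's mean inhibition across all tested compounds plus 3 SD, cut at about 9.9% in these data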;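 further: uninfected addAB+ strain grown without phage in ampicillin broth; 0% = DMSO wells and 100% = ciprofloxacin 0.95 µg/ml wells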
# SR-BI DiI-HDL act: activators of SR-BI mediated HDL lipid uptake; CHO ldlA[mSR-BI] cells, DiI-HDL uptake fluorescence, 3 h; 100 = double the neutral-control signal; activation, % at 12.5 µM; 320,000 tested, 0.096% active;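 active means mean replicate activation of at least 60% and every replicate at or above 60%; inconclusive means mean or all-replicate condition met, but not both; inactive means mean below 60% and not all replicates reaching 60%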;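 further: 0% = median plate neutral-control signal and 100% = twice that signal; values of inactives mirror those of a sister screen read the other way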
#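 Material – SR-BI-overexpressing, LDLR-lacking CHO cells · Medium – BSA-supplemented, HEPES-buffered Ham's F12, pH 7.4 · Doses – single concentration · Times – compound with DiI-HDL co-incubation, 3 h at 37 °C · Measured by – bottom-read fluorescence, 550/595 nm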
# AddAB inh: less growth of phage-infected E. coli with AddAB; E. coli expressing H. pylori AddAB, absorbance growth; inhibition, % at 11.9 µM; 330,000 tested, 0.29% active; AID 435030; in the data active means inhibition above about 12%;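 further: 0% = vehicle wells of infected cells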
# CAL PDZ FP-1: human CAL PDZ-peptide interaction inhibition | Q9HD26 | purified CAL PDZ, TMR-peptide fluorescence polarization, 1 h | inhibition, % at 20 µM | 330,000 tested, 0.02% active | AID 504414;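 active means highest replicate inhibition of at least 40%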;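 further: plate controls were DMSO neutral control wells for no effect and unlabeled competitor peptide control wells for full effect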
#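 Material: tagged CAL PDZ domain; buffer or medium: 25 mM sodium phosphate pH 7.4, 150 mM NaCl, TCEP, IgG, Thesit; compound dosing: single point, 20 µM; schedule: 1 h incubation at room temperature before polarization reading; measured by: FP readout, S and P plane fluorescence; read-out basis: percent inhibition from loss of millipolarization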
# SR-BI DiI inh: mouse SR-BI HDL lipid transfer inhibition | 320,000 tested, 0.96% active | ldlA[mSR-BI] CHO cells, DiI-HDL uptake fluorescence, 3 h | inhibition, % at 12.5 µM;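 active means mean replicate inhibition of at least 70% and a set share of replicates each scoring 70 or more; inconclusive means meets just one of the two criteria; inactive means fails both criteria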;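 further: 0% = median of neutral control wells and 100% = median of positive control wells; values of inactives mirror those of a sister screen read the other way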
# Target sequence (Q61009 whole entry, looked up): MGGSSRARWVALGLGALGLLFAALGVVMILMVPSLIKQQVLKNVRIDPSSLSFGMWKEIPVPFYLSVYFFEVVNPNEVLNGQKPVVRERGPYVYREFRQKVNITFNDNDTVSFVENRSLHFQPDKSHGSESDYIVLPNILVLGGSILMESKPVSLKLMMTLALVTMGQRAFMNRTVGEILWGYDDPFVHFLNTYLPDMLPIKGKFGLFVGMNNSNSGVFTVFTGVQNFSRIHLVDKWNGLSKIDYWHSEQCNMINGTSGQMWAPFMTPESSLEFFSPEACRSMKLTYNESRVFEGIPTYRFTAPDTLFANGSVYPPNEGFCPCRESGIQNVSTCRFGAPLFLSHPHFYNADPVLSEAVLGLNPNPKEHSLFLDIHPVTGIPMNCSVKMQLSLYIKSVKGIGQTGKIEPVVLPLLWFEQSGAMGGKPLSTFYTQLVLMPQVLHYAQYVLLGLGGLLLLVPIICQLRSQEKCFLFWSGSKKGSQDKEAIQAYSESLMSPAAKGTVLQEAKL
# phage Ecoli inh: E. coli growth loss with phage present. 360,000 tested, 0.26% active. AID 651602. inhibition, % at 11.9 µM. growth absorbance; in the data active means inhibition above about 11%
# CAL PDZ FP-2: CAL PDZ (human) peptide binding inhibition. Q9HD26. purified CAL PDZ, TMR-peptide fluorescence polarization, 1 h. inhibition, % at 24.9 µM. 300,000 tested, 0.92% active. AID 602252;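 active means mean inhibition of at least 30% with at least half of replicates also reaching 30%; inconclusive means no clear call, values can overlap the other calls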;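 further: 0% = DMSO neutral control and 100% = excess unlabeled competitor peptide PRC23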
# Wnt act: activates Wnt/beta-catenin signaling in a reporter cell assay | activator, plate reader | activation, % at 9.35 µM | 300,000 tested, 1.2% active; in the data active means activation above about 30%, passing the limit was not always enough; inconclusive means no clear call, values can overlap the other calls;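 further: 0% = neutral control wells and 100% = positive control wells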
# Tat export inh: inhibitors of E. coli Tat protein transport; E. coli MC4100 TorA-mCherry Tat export, fluorescence; AID 488895; 340,000 tested, 0.036% active; inhibition, % at 10 µM;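 active means mean replicate inhibition at least 50% and at least half of replicates individually reaching 50%; inconclusive means only one of the two criteria met; inactive means neither criterion met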;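 further: exported cargo escapes ClpAP degradation while cytoplasmic cargo is degraded and loses fluorescence; 0% = median of neutral control wells and 100% = median of NaSCN control wells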
# MITF TRPM1 HTS: increases MITF-driven TRPM1 promoter luciferase signal; SK-MEL-5 TRPM1-promoter luciferase, 24 h; % of positive control, neutral wells = 0; activation, % at 12.5 µM; 300,000 tested, 0.75% active; AID 588334;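 active means mean activation of at least 80% with every replicate also reaching 80%; inconclusive means mean reaches 80% but some replicate falls short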;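 further: 0% = neutral control wells and 100% = parthenolide positive control wells; values of inactives mirror those of a sister screen read the other way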
# An asterisk follows results filed as active; ? = inconclusive; nt = not tested or not shown. Random draw from the library (roughly 3.6% active in at least one column).
SMILES,Ecoli viability,SR-BI DiI-HDL act,AddAB inh,CAL PDZ FP-1,SR-BI DiI inh,phage Ecoli inh,CAL PDZ FP-2,Wnt act,Tat export inh,MITF TRPM1 HTS
O=C(/C=C/c1ccc(Cl)cc1)N1CCN(CCN2C(=O)c3cccc4cccc(c34)C2=O)CC1,nt,-78,nt,-0.8,78*,-0.1,0,-3,2,-3
CCCCCOc1ccc(NC(=O)CCCC(=O)O)cc1,-1.0,11,1.8,0.1,-11,3.4,-5,nt,-7,4
Cc1ccccc1-c1nc(CN2CCC(C(=O)NCCCN3CCCC(C)C3)CC2)c(C)o1 (centres undefined),-2.3,53,2.4,-1.5,-53,1.6,-3,-4,-5,-93
COC(=O)c1ccc(NC(=O)CN2CCN(c3cccc(Cl)c3)CC2)cc1,1.4,7,2.0,0.3,-7,2.2,-2,nt,3,-12
Cc1ccc(C(=O)Nc2ccncc2)c(Cl)c1,0.3,6,3.1,0.0,-6,2.1,-2,0,3,7
S=c1[nH]nc(C2CC2)n1Cc1ccco1,0.8,2,1.7,-1.4,-2,3.6,-3,-1,26,2
CCC(C)(C)NC(=O)CN(Cc1ccc2c(c1)OCO2)C(=O)CCC(=O)Nc1nccs1,-0.8,0,-0.5,-1.6,0,3.6,-1,-1,-2,-9
Cn1cc(C2CC(c3ccccc3)=NN2C(=O)c2ccccc2)c2ccccc21 (centres undefined),-1.4,20,-2.9,-1.0,-20,1.3,-4,4,12,5
CCc1ccccc1NC(=O)/C(C#N)=C\c1ccc(Sc2ccccc2)o1,-1.4,-29,3.6,-1.0,29,1.4,2,nt,6,11
Cc1cc(Br)ccc1NC(=O)CCS(=O)(=O)c1cccc2nonc12,0.4,-12,1.3,-2.4,12,0.1,1,-2,-5,1
O=C(CN1C(=O)CNC1=O)Nc1cccc(C(F)(F)F)c1,-0.2,23,0.7,0.2,-23,2.1,nt,nt,-8,-8
Nc1nc(SCC(=O)N2CCCc3ccccc32)n[nH]1,0.6,5,-1.3,0.6,-5,2.8,-3,-1,-7,-18
CCn1c(=O)c2c3c(sc2n2c(=S)[nH]nc12)CCC3,-1.2,15,0.7,0.2,-15,3.1,-1,nt,?,-2
Cc1ccc(C(=O)NC2CCN(CC(=O)NCc3cccs3)CC2)cc1,0.1,-23,2.4,-2.2,23,2.2,-4,0,0,6
CCCCN(C(=O)c1cccc(S(=O)(=O)N2CCN(Cc3ccccc3)CC2)c1)c1ccccc1,0.6,-3,1.2,-1.6,3,-2.8,-1,2,14,-4
CCN(CC)S(=O)(=O)c1cc(-c2nnc(-c3ccc(Br)cc3)o2)ccc1Br,-2.0,-14,0.6,-0.3,14,1.4,-4,0,-3,-8
O=C(CN(Cc1ccc(Cl)cc1)C(=O)CNS(=O)(=O)c1ccccc1)NCC1CCCO1 (centres undefined),0.4,?,1.3,-3.5,-213,3.7,-5,4,2,-7
CCN(CC(=O)Nc1c(F)cccc1F)C(=O)CSCC(=O)Nc1ccc(OC)cc1,-1.1,9,2.4,-0.5,-9,3.6,-2,-3,-2,5
CCC(=O)Nc1cccc(NC(=O)CSc2nnc(-c3ccc(NS(C)(=O)=O)cc3)n2C)c1,1.2,-14,0.5,-2.2,14,0.2,-2,-1,1,-2
CCNC(=O)Oc1ccc(-c2csnn2)cc1,-1.2,22,-0.3,-0.6,-22,2.4,-1,1,-10,3
O=CNc1c(Br)cc2c(c1Br)Cc1cc(Br)ccc1-2,nt,-44,nt,0.1,44,-0.1,-2,-2,-3,-3
Cc1cc(C(=O)CN2CCCC2)c(C)n1-c1ccc(Cl)cc1,0.8,17,1.3,nt,-17,0.4,-2,-2,-12,-7
CCSc1ccc([C@@H]2[C@@H]3C(=O)N(CC)C(=O)[C@@H]3[C@]3(C(=O)OC)CCCN23)cc1,-2.1,20,0.8,0.6,-20,1.4,-7,-4,0,6
Cc1ccn2cc(CCNC(=O)C3CC=CCC3C(=O)O)nc2c1 (centres undefined),1.3,nt,-1.6,-0.9,nt,-1.1,nt,28,-1,7
COc1cc(C(=O)NCc2cn3cccc(C)c3n2)cc(OC)c1OC,0.3,28,-0.2,-0.2,-28,1.4,nt,-4,1,nt

# Continued, starting with the last two of the part before.
SMILES,Ecoli viability,SR-BI DiI-HDL act,AddAB inh,CAL PDZ FP-1,SR-BI DiI inh,phage Ecoli inh,CAL PDZ FP-2,Wnt act,Tat export inh,MITF TRPM1 HTS
Cc1ccn2cc(CCNC(=O)C3CC=CCC3C(=O)O)nc2c1 (centres undefined),1.3,nt,-1.6,-0.9,nt,-1.1,nt,28,-1,7
COc1cc(C(=O)NCc2cn3cccc(C)c3n2)cc(OC)c1OC,0.3,28,-0.2,-0.2,-28,1.4,nt,-4,1,nt
Oc1ccc(N=Cc2c(O)ccc3ccccc23)cc1,-2.4,2,-0.5,1.5,-2,0.8,1,0,-11,nt
COc1cc2c(cc1OC)CN(Cc1ccc(C)s1)CC2,0.8,25,0.8,0.0,-5,3.0,-3,-2,0,-5
CC(=O)Nc1cc2c(cc1C(C)=O)OCCO2,-1.4,8,2.2,-0.6,-8,-0.6,-3,nt,-3,-16
O=C(CCl)NNc1cccc(Cl)n1,-3.6,14,2.3,-0.5,-14,3.5,2,nt,-11,-5
O=C(N/N=C/c1ccc([N+](=O)[O-])o1)c1cn(-c2ccccc2)nc1-c1ccccc1,-1.1,-84,1.4,-1.7,84*,1.9,-2,-3,-2,-52
O=C(OCC(=O)N1CCc2ccccc21)c1ccccc1,-0.6,7,2.7,-0.3,-7,1.5,-3,nt,-4,24
Cc1ccccc1NC(=S)N(C)Cc1cn(C)c2ccccc12,-1.3,-14,2.3,-0.5,14,2.9,-3,-2,-1,8
OCC[C@H]1C[C@@H](O)[C@H](O)[C@@]2(Cc3ccccc3CO2)O1,2.1,41,3.1,1.0,-41,2.5,-1,0,-8,8
O=C(COC(=O)CCC(=O)N1CCOCC1)Nc1ccc(Br)cc1Br,-0.4,16,-0.4,0.5,-16,4.0,nt,-6,-9,15
N=C1C(c2nc3ccccc3c(=O)[nH]2)=C(O)CN1CCO,1.3,28,-2.9,-0.2,-28,3.6,3,-5,-6,4
O=C(CCNC(=O)c1ccco1)Nc1ccc(Cl)c(C(F)(F)F)c1,3.6,nt,9.0,-2.8,nt,5.6,-5,-2,-23,0
COc1ccc(S(=O)(=O)N2CCN(Cc3cccs3)CC2)cc1OC,1.1,-10,0.0,1.6,10,2.7,nt,-2,1,3
CC1CCN(C(=O)C2CCCN(S(=O)(=O)c3ccc4c(c3)CC(C)N4C(=O)C3CC3)C2)CC1 (centres undefined),0.5,-2,2.3,-0.1,2,1.4,nt,-5,1,0
CC1CCN(CCCn2c(=S)[nH]c3c(sc4ccccc43)c2=O)CC1,1.3,2,0.8,12,-2,-0.5,50*,12,5,43
CCOC(=O)N1CCC(N(CCN(C)C)C(=S)Nc2cc(Cl)cc(Cl)c2)CC1,1.1,19,-1.4,-1.3,-19,2.9,7,-1,-2,0
Cc1cc2nc(-c3ccc[nH]c3=O)n(Cc3cccc(F)c3)c2cc1C,-2.2,24,-1.2,-2.0,-24,2.3,-3,4,2,-2
O=C1c2ccc(Cl)cc2S(=O)(=O)c2cccc(C(=O)N3CCN(c4ccc(Cl)cn4)CC3)c21,-3.6,7,1.3,0.6,-7,3.3,3,-1,6,5
O=C(NCC1CCCO1)c1sc2ccccc2c1Cl (centres undefined),1.7,37,2.0,-0.6,-37,2.1,4,nt,-11,54
Cn1ccc(C(=O)OCC(=O)Nc2cccc3ccccc23)n1,-0.8,1,0.4,-1.1,-1,1.2,0,-2,-6,-17
O=C(OCC(=O)c1ccccc1Br)c1ccncc1,0.6,14,1.7,6.8,-14,-1.6,1,0,-5,-12
Cc1ccc(Nc2nc(N)nc(CN3CCCCCC3)n2)c(C)c1,-4.7,-1,-3.1,-0.5,1,1.4,-2,nt,-1,0
CC(=O)c1c(C)[nH]c(C(=O)COC(=O)CN2C(=O)C3CCCCC3C2=O)c1C (centres undefined),-1.0,-1,-1.2,-0.2,1,2.2,nt,0,-9,-7
COc1ccc(OC)c(NC(=O)CCNS(=O)(=O)c2cccc3nonc23)c1,-0.4,7,3.7,-1.9,-7,1.4,2,0,-4,-11
O=C1OC(C(=O)NCc2ccccc2)Cc2ccccc21 (centres undefined),-0.2,4,2.7,-0.9,-4,3.1,nt,-2,0,5
Cc1ccc(C)c(N(CC(=O)NC(C)(C)C)C(=O)CNC(=O)c2cccs2)c1,1.2,17,4.4,-0.3,-17,5.1,-3,-1,0,-8

# (continued)
SMILES,Ecoli viability,SR-BI DiI-HDL act,AddAB inh,CAL PDZ FP-1,SR-BI DiI inh,phage Ecoli inh,CAL PDZ FP-2,Wnt act,Tat export inh,MITF TRPM1 HTS
CC1=C(C(=O)OC(C)C)C(c2cccs2)N2C(=O)C(C)SC2=N1 (centres undefined),0.1,35,-0.7,-2.8,-35,-0.2,-2,nt,6,-3
CN(CC(=O)Nc1ccc(F)c(F)c1F)C(=O)Cc1ccc2c(c1)OCCO2,0.1,2,0.2,-0.3,-2,-2.0,-6,-1,-4,-6
CCCC1c2ccc(C)n2CCN1C(=O)Nc1ccc(F)cc1 (centres undefined),-3.0,-17,-2.6,0.2,17,-1.4,-5,nt,-1,2
CCN(CC)S(=O)(=O)c1ccc(OCC(=O)NC(=O)Cc2ccccc2)c([N+](=O)[O-])c1,1.4,-28,1.6,-0.7,28,0.8,nt,0,1,-21
CN(C)S(=O)(=O)N1CCC(Oc2ccc(C(=O)NC3Cc4ccccc4C3)cc2)CC1,-1.6,nt,-0.9,-2.1,18,0.6,0,5,-4,-1
CCC(CC)C(=O)c1c[nH]c(C(=O)OC)c1,3.4,6,3.9,-0.2,-6,1.4,nt,-1,6,7
Nc1c(C(=O)NCCc2ccccc2)nnn1Cc1ccccc1,-1.4,-8,3.1,-0.9,8,4.0,-2,21,-1,nt

# Reprinted from the entries so far (four entries):
SMILES,Ecoli viability,SR-BI DiI-HDL act,AddAB inh,CAL PDZ FP-1,SR-BI DiI inh,phage Ecoli inh,CAL PDZ FP-2,Wnt act,Tat export inh,MITF TRPM1 HTS
CCN(CC)S(=O)(=O)c1ccc(OCC(=O)NC(=O)Cc2ccccc2)c([N+](=O)[O-])c1,1.4,-28,1.6,-0.7,28,0.8,nt,0,1,-21
CN(C)S(=O)(=O)N1CCC(Oc2ccc(C(=O)NC3Cc4ccccc4C3)cc2)CC1,-1.6,nt,-0.9,-2.1,18,0.6,0,5,-4,-1
CCC(CC)C(=O)c1c[nH]c(C(=O)OC)c1,3.4,6,3.9,-0.2,-6,1.4,nt,-1,6,7
Nc1c(C(=O)NCCc2ccccc2)nnn1Cc1ccccc1,-1.4,-8,3.1,-0.9,8,4.0,-2,21,-1,nt
